High-throughput results deposited in PubChem by several laboratories.
PAFAH1B2 FP inh = PAFAH1B2 (human) inhibition. inhibition, % at 3.39 µM. recombinant PAFAH1B2, FP-rhodamine activity probe, fluorescence polarization. 340,000 tested, 1.2% active;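 active means inhibition above the mean of all tested compounds plus 3 SD, cut at about 24% in these data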;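 further: 0% = enzyme with DMSO and 100% = wells lacking PAFAH1B2; many of its hits are not listed in these tables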
Target sequence (P68402 whole entry, looked up): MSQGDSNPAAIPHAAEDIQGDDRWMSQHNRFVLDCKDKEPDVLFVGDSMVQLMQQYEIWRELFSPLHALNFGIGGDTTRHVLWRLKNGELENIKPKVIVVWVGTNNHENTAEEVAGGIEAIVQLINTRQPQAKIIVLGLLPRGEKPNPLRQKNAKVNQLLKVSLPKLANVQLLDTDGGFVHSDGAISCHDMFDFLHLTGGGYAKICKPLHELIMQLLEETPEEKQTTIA
GLD-1 TGE inh = GLD-1-TGE RNA interaction inhibition (C. elegans). Q17339. purified GLD-1 + fluorescein TGE RNA, fluorescence polarization. inhibition, % at 5.96 µM. 320,000 tested, 0.44% active. AID 2280;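 active means percent inhibition above a per-plate cutoff, the plate mean of test compounds plus 3 SD, cut at about 30% in these data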;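 further: 0% = DMSO wells with GLD-1 and probe and 100% = wells lacking GLD-1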
AHR act = human AHR activation | activation, % at 5 µM | 320,000 tested, 2.5% active | AHR-responsive luciferase reporter cells, luminescence | AID 2796; in the data active means activation above about 47%;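 further: 0% = vehicle wells and 100% = reference agonist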
Fam108B counter = blocks mouse Fam108B hydrolase in RBBP9 counter-screen | AID 1947 | 300,000 tested, 0.33% active | inhibition, % at 9.51 µM | recombinant Fam108B, FP-Rh probe fluorescence polarization;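 active means inhibition above the screen mean inhibition plus 3 SD, computed separately per campaign, cut at about 18% in these data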;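 further: inhibitors lower polarization as less probe binds the enzyme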
Bcl-xL primary = blocks human Bcl-xL binding to Bim BH3 peptide. 320,000 tested, 0.7% active. Q07817. GST-Bcl-xL / FITC-Bim BH3 peptide fluorescence polarization. inhibition, % at 10.9 µM;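 active means inhibition above the mean of all tested compounds plus 3 SD, cutoff set per campaign, cut at about 30% in these data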;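 further: 0% = DMSO wells and 100% = unlabeled Bim-BH3 peptide competitor; inhibitors lower millipolarization by displacing the labeled peptide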
pPAFAH FP inh = pPAFAH (human) enzyme inhibition. inhibition, % at 3.39 µM. Q13093. 330,000 tested, 1.5% active. recombinant pPAFAH, FP-rhodamine probe fluorescence polarization;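 active means inhibition above the mean inhibition across the screen plus 3 SD, cut at about 25% in these data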;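 further: inhibitors block binding of the rhodamine activity-based probe so polarization drops; 0% = enzyme with DMSO and 100% = wells lacking pPAFAH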
PME-1 inh = blocks human protein phosphatase methylesterase 1 | AID 2130 | inhibition, % at 5.9 µM | Q9Y570 | recombinant PME-1, FP-Rh probe fluorescence polarization | 320,000 tested, 0.53% active;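 active means inhibition above the campaign mean of all compounds plus 3 SD, cut at about 26% in these data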;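 further: competitive labeling of PME-1 active site by serine hydrolase directed probe; 0% = PME-1 with DMSO and 100% = wells lacking PME-1 enzyme; inhibitors block probe labeling so polarization falls and inhibition rises; many of its hits are not listed in these tables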
Target sequence (Q9Y570 whole entry, looked up): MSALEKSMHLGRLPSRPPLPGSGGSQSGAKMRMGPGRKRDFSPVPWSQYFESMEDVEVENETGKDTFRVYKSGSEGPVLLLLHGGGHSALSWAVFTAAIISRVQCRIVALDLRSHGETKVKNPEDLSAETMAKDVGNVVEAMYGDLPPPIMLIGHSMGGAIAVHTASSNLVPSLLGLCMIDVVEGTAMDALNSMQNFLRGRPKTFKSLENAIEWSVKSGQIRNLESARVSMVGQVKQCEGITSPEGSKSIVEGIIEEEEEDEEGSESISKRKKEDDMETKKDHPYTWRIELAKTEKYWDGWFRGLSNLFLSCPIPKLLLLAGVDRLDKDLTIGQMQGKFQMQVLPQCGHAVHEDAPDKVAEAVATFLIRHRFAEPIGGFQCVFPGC
MCL1-BIM inh = MCL1-BIM-BH3 interaction inhibition (human). AID 2057. Q07820. inhibition, % at 10.9 µM. GST-MCL1 / FITC-Bim-BH3 fluorescence polarization. 320,000 tested, 0.68% active;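 active means inhibition above the mean inhibition of all tested compounds plus 3 SD, set per campaign, cut at about 40% in these data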;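 further: 0% = DMSO wells and 100% = unlabeled Bim-BH3 peptide control; higher means more loss of mP so more displacement of Bim peptide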
Target sequence (Q07820 whole entry, looked up): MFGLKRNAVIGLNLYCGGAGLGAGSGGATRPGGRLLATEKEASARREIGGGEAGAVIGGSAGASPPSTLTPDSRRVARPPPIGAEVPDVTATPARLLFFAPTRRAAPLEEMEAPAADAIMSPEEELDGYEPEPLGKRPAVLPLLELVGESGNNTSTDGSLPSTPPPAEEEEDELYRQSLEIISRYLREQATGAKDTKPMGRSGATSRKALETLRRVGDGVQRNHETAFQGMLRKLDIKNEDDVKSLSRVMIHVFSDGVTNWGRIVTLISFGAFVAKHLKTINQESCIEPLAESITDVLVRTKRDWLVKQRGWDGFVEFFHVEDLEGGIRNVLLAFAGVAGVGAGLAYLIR
MEX-5 binding = C. elegans MEX-5 TCR-2 RNA binding activity; Q9XUB2; MEX-5/FITC-TCR2 RNA binding, fluorescence polarization; hits give low values; activity score (negative = inhibition of binding), % at 10 µM; 300,000 tested, 0.38% active;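 active means inhibition past about -25% in most replicates, and total fluorescence under double the plate's negative control median, limit read from the data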;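 further: 0% = DMSO and -100% = 5 µM competing unlabeled TCR2 RNA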
The depositor's hits bear a star; . = not tested or not shown. A portion of the library; the hit share may differ from the screen's.

SMILES	PAFAH1B2 FP inh	GLD-1 TGE inh	AHR act	Fam108B counter	Bcl-xL primary	pPAFAH FP inh	PME-1 inh	MCL1-BIM inh	MEX-5 binding
COc1ccc(/C=N/NC(=O)c2ccc(C)cc2)cc1CN1CCN(c2ccc(F)cc2)CC1	3	6	5	-1	0	-10	-1	4	0.4
COc1ccc(OC)c(C(=O)NC(CC(N)=O)c2ccc(N3CCC(N4CCCC4)CC3)c([N+](=O)[O-])c2)c1 (stereo unspecified)	8	8	2	-3	-6	3	4	3	1.7
Cc1ccc(COc2ccc(-c3nnco3)cc2)cc1	15	-2	-2	-7	1	2	-2	0	-1.4
CC1=C/C(=N\Nc2ccccc2[N+](=O)[O-])CC(C)(C)C1	8	16	10	6	3	4	4	3	-3.5
O=C(CN1C(=O)c2ccccc2C1=O)Nc1ccc(-c2nc3ccccc3o2)cc1	3	6	29	-32	5	5	-12	9	-3.0
CNC(=O)C1C(=S)NC(N)=C(C#N)C1c1ccccc1 (stereo unspecified)	4	3	0	1	9	5	2	8	-1.2
Cc1cc(C(=O)C[N+]2(C)CCOCC2)c(C)n1-c1ccc(Br)cc1	7	2	1	2	3	1	8	8	0.0
COC(=O)CNC(c1ccccc1)c1cc(C)ccc1NS(=O)(=O)c1ccc(C)cc1 (stereo unspecified)	6	2	3	3	5	2	2	0	0.5
CCOC(=O)c1ccc(NC(=S)N2CCC(C(N)=O)(N3CCCCC3)CC2)cc1	2	-2	6	-3	5	-2	8	0	0.3
NS(=O)(=O)c1cccc(NC(=O)COC(=O)Cc2n[nH]c(=O)c3ccccc23)c1	3	4	5	.	-8	2	2	-15	.
CC(=O)Oc1ccc(C(=O)OCC(=O)c2c(N)n(C)c(=O)n(C)c2=O)cc1OC(C)=O	1	2	2	-3	-2	7	-2	3	-1.4
COc1ccc(CCNC(=O)c2n[nH]c(=O)c3ccccc23)cc1	2	6	14	1	8	5	0	0	-3.5
Cc1cccc(NC(=S)N2CCN(S(C)(=O)=O)CC2)c1	2	-1	-1	3	2	5	1	10	-0.1
COc1cc(NS(=O)(=O)c2c(C)oc3c(F)c(F)c(F)c(F)c23)cc(OC)c1OC	2	4	-1	4	-2	-3	-1	-6	-1.7
COc1ccc2[nH]c(C(=O)N3CCN(c4ccccc4F)CC3)c(C)c2c1	7	0	1	0	7	1	3	10	-0.3
C=CCn1c(SCC(=O)Nc2cccnc2Cl)nnc1-c1ccc(Cl)cc1	2	-2	0	-2	3	-2	1	-3	1.0
O=C(NCc1cccs1)c1ccc2c(c1)ncn2C1CCCC1	4	1	2	-1	8	0	-1	5	-0.5
O=C(CN1C(=O)C2CCCCN2C(=O)c2ccccc21)Nc1ccc(F)cc1 (stereo unspecified)	5	5	0	3	5	2	1	6	-0.7
CC(=O)Nc1ccc(C(=O)OCC(=O)NC(=O)NC(C)(C)C)cc1	1	0	0	3	0	3	1	5	1.5
CN(CC(=O)N1CCN(c2ccccn2)CC1)S(=O)(=O)c1ccccc1	1	3	14	-1	4	1	0	10	-1.2
COc1cc(/C=N/NC(=O)CNC(=O)c2cccs2)ccc1O	0	3	14	3	6	4	10	11	-1.4
O=C1CC2(CCN(C(=O)c3ccc(F)cc3)CC2)Oc2ccccc21	3	-2	-2	-2	3	-4	-4	0	0.3
Cc1cc2[nH]c(=O)c(=O)[nH]c2cc1S(=O)(=O)N1CCN(c2cccc(C)c2C)CC1	4	4	0	-7	-2	5	6	1	0.0
CC(C)C(NS(=O)(=O)c1cccc2nsnc12)C(=O)NCc1ccco1 (stereo unspecified)	4	-4	1	2	5	5	-7	2	5.6
O=c1c2cc(NC(=S)N3CCCCC3)ccc2nc2n1CCCCC2	4	-3	4	3	0	7	7	9	-1.6
Cc1ccc(/C=C/S(=O)(=O)NCC(=O)OCC(=O)N2CC(=O)Nc3ccccc32)cc1	5	7	3	-2	4	19	14	5	-2.2
O=C(CS(=O)CC(=O)N(CC(=O)NC1CCCC1)c1ccccc1F)Nc1ccc(F)cc1 (stereo unspecified)	3	4	7	-2	5	3	4	4	0.3
CN(C)NC(=O)c1ccsc1NC(=O)c1ccc(S(=O)(=O)N(C)C)cc1	5	-5	19	3	1	5	0	3	-4.3
CC(C)CCN1CCN(Cc2cccs2)CC1CCO (stereo unspecified)	4	0	0	-4	3	-1	-4	1	0.6
COc1ccc(OC)c2[nH]c(=O)c(CCNC(=O)c3ccc(S(=O)(=O)N4CCCCC4)cc3)cc12	5	-10	-1	5	4	-1	-5	2	.
CCN(CC)S(=O)(=O)c1cccc(C(=O)NC2CCCCC2)c1	3	-2	3	4	2	2	2	7	0.2
COc1cccc(OC)c1-c1nnc(-c2cn(C)c3ccccc23)o1	3	13	29	-5	2	6	-5	-3	1.6
CCc1nn(C(C)C(=O)N2CC(C)CC(C)C2)c(=O)c2cc3occc3n12 (stereo unspecified)	4	0	3	2	0	1	0	-1	-1.0
CC(NC(=O)CNC(=O)C1CCCCC1)c1ccc(S(N)(=O)=O)cc1 (stereo unspecified)	-3	3	-1	3	4	5	1	1	0.1
CN(CC(=O)Nc1cccc(Cl)c1)C1=NS(=O)(=O)c2ccccc21	3	-8	0	.	.	-3	.	.	.
CCCCNC(=O)c1ccccc1NC(=O)CN(c1ccccc1)S(=O)(=O)N(C)C	-4	-8	4	13	7	-4	0	5	-1.4
OC(CNc1nc(-c2cccnc2)nc2ccccc12)c1ccccc1 (stereo unspecified)	8	-1	13	-4	7	4	-2	-11	-4.8
O=C1CC(C(=O)N2CCC(N3CCC(C(=O)NC4CC4)CC3)CC2)c2ccccc21 (stereo unspecified)	-1	10	10	-1	12	-1	-5	12	-4.0
CCC1(c2ccccc2)NC(=O)N(C)C1=O (stereo unspecified)	-1	-3	-3	1	9	1	-4	10	.
O=C(O)CSCC(=O)N1CCN(c2nc3cc(Cl)ccc3s2)CC1	5	-2	2	-3	1	2	-6	-4	0.7
O=C(CSC1=NC(=O)C(Cc2ccccc2)C(=O)N1)NC1CCCCC1 (stereo unspecified)	2	-2	-1	3	1	10	0	7	0.8
CCCCn1c(=O)[nH]c(=O)c2c1nc(-c1cc(Br)c(OCC)c(OC)c1)n2C	-2	-1	2	-3	0	5	7	-1	2.7
Cc1cccc(CC(=O)Nc2sc(C(C)C)cc2C(=O)N2CCOCC2)c1	-4	-1	5	4	2	2	-3	4	1.0
COc1ccc(C(C)(C)C)cc1NC(=O)COC(=O)CN1C(=O)NC2(CCCCC2C)C1=O (stereo unspecified)	7	7	1	.	.	-2	.	.	.
COc1ccc(-c2nnc(SCC(=O)NNC(=O)Cc3ccccc3)n2C)cc1OC	0	3	1	-2	-2	5	-1	5	2.4
O=C(CSc1ccccc1)Nc1ccc(NC(=O)c2ccco2)cc1	-3	-7	2	-5	4	-2	-19	5	0.8
COCCCNC(=S)NNC(=O)C(O)(c1ccccc1)c1ccccc1	1	4	-1	3	7	-1	3	7	0.6
Cc1ccc(-n2nnnc2CNC(=O)c2ccc3c(c2)OCO3)cc1C	4	3	4	0	2	6	-1	5	1.4
CCCCN=c1scc(-c2ccc3c(c2)NC(=O)CO3)n1N=C1CCCC1	1	-2	17	1	-3	7	0	-6	-3.9
Cc1ccc(CSc2ncn(-c3ccccc3)n2)cc1	10	5	-3	2	-8	0	4	-10	1.4
CCOC(=O)C(C)Sc1nnc(Cc2cc(=O)[nH]c(=O)[nH]2)n1-c1ccc(OCC)cc1 (stereo unspecified)	-1	5	1	4	0	7	-1	-6	.
COc1ccccc1NC(=O)CN(Cc1ccco1)C(=O)c1cc2ccccc2o1	4	2	21	-4	-4	2	2	-1	5.4
CC(Oc1ccccc1)C(=O)N1CCC2(CC1)CC(=O)c1ccccc1O2 (stereo unspecified)	6	4	-1	-3	1	-1	-1	1	-0.5
CCOC(=O)C1=C(C)N=c2s/c(=C\c3ccc(C(=O)O)cc3)c(=O)n2C1c1ccc(OC)cc1OC (stereo unspecified)	3	2	2	-1	-1	1	2	1	-4.5
CCc1ccc(NC(=O)CSc2nc3ncc(Br)cc3[nH]2)cc1	6	-1	16	-11	-1	-1	-9	-4	4.2
O=C(CSc1nnc(CNC(=O)c2ccccc2)o1)c1ccccc1	2	3	-1	-5	5	4	-1	-1	2.8
COc1ccc(O)c(C(=O)c2cnn(C(=O)c3cccc(S(=O)(=O)N(C)C)c3)c2)c1	7	2	1	.	.	1	.	.	.
COc1ccc(N2CCc3c(C)nc(SC)nc32)cc1	1	-4	-8	5	10	4	-5	11	-1.4
CCOC(=O)c1ccc(NS(=O)C23CC4CC(CC(C4)C2)C3)cc1 (stereo unspecified)	13	-2	5	-4	-1	-4	3	1	-0.3
CCCCCCCC(=O)NC(Nc1ccccc1OC)C(Cl)(Cl)Cl (stereo unspecified)	-4	12	3	-9	-2	-5	-7	1	-1.5

More compounds
SMILES	PAFAH1B2 FP inh	GLD-1 TGE inh	AHR act	Fam108B counter	Bcl-xL primary	pPAFAH FP inh	PME-1 inh	MCL1-BIM inh	MEX-5 binding
O=C(CCNC(=O)OCc1ccccc1)NC1CCCCCC1	6	4	2	2	4	3	-5	-2	0.9
O=C(Nc1ccc(N2CCCC2)cc1)c1cc([N+](=O)[O-])ccc1N1CCOCC1	1	2	13	-2	0	5	5	-1	-1.1
Cc1ccc(/C(O)=C2/C(=O)C(=O)N(CCN3CCOCC3)C2c2cccnc2)cc1 (stereo unspecified)	3	3	1	1	4	1	-2	3	-3.7
Cn1c(=O)c2c(ncn2CCc2ccccc2)n(C)c1=O	-2	4	32	1	0	-2	0	8	-0.1
COc1ccc(/C=N/NC(=O)c2nc(-c3ccccc3)cc(-c3ccccc3)n2)cc1O	15	5	52*	16	6	19	20	2	1.4
Cc1ccc(C(=O)CCCn2nnc(-c3cccnc3)n2)cc1C	2	-6	7	-3	0	4	4	6	-1.4
O=C(COc1ccc(F)cc1)N1CCC(Cc2ccccc2)CC1	6	5	1	-3	6	1	-1	2	2.2
CCOC(=O)/C(C#N)=N/Nc1ccccc1C(=O)O	2	2	3	1	0	3	-4	-1	.
C[C@@H](C(=O)NCCc1c[nH]c2ccccc12)[C@H]1C[C@]1(C)[C@H](NC(=O)OCc1ccccc1)c1ccccc1	2	2	15	2	-2	16	-2	-1	1.7
COc1ccc(OCC(=O)NC2CCSc3ccccc32)cc1 (stereo unspecified)	8	-2	9	.	.	5	.	.	.
O=C(CN1CCC(C(=O)c2ccc(F)cc2)CC1)NCc1ccccc1F	-1	-13	-4	9	6	-1	6	4	-0.1
N#C[C@@H]1[C@@H]2C(=O)N(c3ccc4c(c3)OCCO4)C(=O)[C@@H]2C2c3ccccc3C=CN21 (stereo partly specified)	.	31*	16	4	34*	14	8	30	-4.3
CCN(CC)C(=O)c1ccc(-c2nnc(Nc3ccc(O)cc3)c3ccccc23)cc1	2	-10	-1	-3	-1	-1	8	-4	2.2

Sorted by value in Bcl-xL primary (high to low): four of the compounds above
Structure	Bcl-xL primary
O=C(NCc1cccs1)c1ccc2c(c1)ncn2C1CCCC1	8
O=C(CN1CCC(C(=O)c2ccc(F)cc2)CC1)NCc1ccccc1F	6
O=C(CN1C(=O)C2CCCCN2C(=O)c2ccccc21)Nc1ccc(F)cc1 (stereo unspecified)	5
O=C(CSc1ccccc1)Nc1ccc(NC(=O)c2ccco2)cc1	4
